# Source: PubChem
# RXFP1 antag: qHTS Assay for Antagonists of the Relaxin Receptor RXFP1. HEK293-RXFP1, relaxin-stimulated cAMP HTRF, 30 min; active compounds read low. activity change, negative = inhibition, % at 57.5 µM. hit rate 0.59% among 350,000. Relaxin receptor 1 (Homo sapiens), Q9HBX9;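 active means activity change of -60% or lower, but not beyond a set lower limit; inconclusive means change between -60% and -40%, or beyond the set limit; inactive means change above -40%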; further: on the % scale 0 is the no-effect control and ±100 the full control effect
# D1 PAM: Potentiators of Human D1 Dopamine Receptor: qHTS | D(1A) dopamine receptor (Homo sapiens), P21728 | HEK293 TREx D1 cells, calcium flux, dopamine EC20 potentiation | potentiation, % at 10 µM | hit rate 0.036% among 360,000; in the data active means potentiation above about 30%; further: 0% is about no effect
# Target sequence (P21728 whole entry, looked up): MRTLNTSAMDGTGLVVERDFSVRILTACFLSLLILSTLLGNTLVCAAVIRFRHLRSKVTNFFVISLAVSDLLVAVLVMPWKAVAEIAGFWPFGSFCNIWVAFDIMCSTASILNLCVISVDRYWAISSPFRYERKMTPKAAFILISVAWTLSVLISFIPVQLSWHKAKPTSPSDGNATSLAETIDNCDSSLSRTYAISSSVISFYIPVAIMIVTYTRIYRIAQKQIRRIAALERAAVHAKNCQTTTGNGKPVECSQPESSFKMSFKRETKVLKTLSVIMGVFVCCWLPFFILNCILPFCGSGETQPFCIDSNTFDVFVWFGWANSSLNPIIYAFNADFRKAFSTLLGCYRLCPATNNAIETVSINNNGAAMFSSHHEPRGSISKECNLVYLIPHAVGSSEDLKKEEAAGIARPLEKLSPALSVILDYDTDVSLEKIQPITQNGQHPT
# Glioma ERSR ind: qHTS for Inducers of the Endoplasmic Reticulum Stress Response (ERSR) in Human Glioma: qHTS. U87-MG GRP78 promoter luciferase reporter, 16 h. Potency, µM, without a hit: at the top dose activation, usual class: activators. hit rate 0.02% among 420,000; further: potency means the concentration at half of the fitted maximal effect; series mostly up to about 76 µM; % of control where 0% means no effect; nearly all actives have a fitted effect of over 35% in size
#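 ERSR induction read as luciferase luminescence (Bright-Glo, 10 min at room temperature) in stably transfected human U87-MG glioma cells exposed to compounds for 16 h, using GRP78 as sensor.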
# D2 potentiator: HTS Assay for Positive Allosteric Modulators of the Human D2 Dopamine Receptor: Primary Screen for Potentiators; HEK293 T-REx D2, calcium flux, EC20 dopamine potentiation; hit rate 0.34% among 340,000; potentiation, % at 10 µM;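 active means potentiation over 3 SD above the plate norm, cut at about 30% in these data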; further: 0% is about no effect
#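 Potentiation of an EC20 dopamine calcium response measured kinetically over 180 s, after a preceding 180 s compound-only read flagging agonists. Cells: inducible Hek293 Trex D2 line, 4000/well, cultured overnight at 30 C before dye loading.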
# D1 antagonist: Antagonist of Human D 1 Dopamine Receptor: qHTS; D(1A) dopamine receptor (Homo sapiens), P21728; HEK293 TREx D1 cells, calcium flux, dopamine EC80; active compounds read low; activity change, negative = inhibition, % at 10 µM; hit rate 3.2% among 360,000; AID 504652, 2011; in the data active means activity change below about -30%; further: on the % scale 0 is the no-effect control and ±100 the full control effect
#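 Calcium flux readout: force-coupled, inducible Hek293 Trex D1 line, cells induced overnight at 30 C with tetracycline, dye-loaded 30–90 min at RT. Antagonism scored against EC80 dopamine challenge given 180 s after compound.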
# RXFP1 ag: qHTS Assay for Agonists of the Relaxin Receptor RXFP1; hit rate 0.3% among 370,000; Relaxin receptor 1 (Homo sapiens), Q9HBX9; HEK293T-RXFP1 cAMP TR-FRET, 30 min; response scale: percent of porcine relaxin response, buffer zero; AID 2676, 2010; Potency, µM (top dose mostly 57.5 µM), for inactives: at the highest dose activation, most hits filed as activators; further: potency means the concentration at half of the fitted maximal effect; on the % scale 0 is the no-effect control and ±100 the full control effect; nearly all actives have a fitted effect of over 60% in size; many of its hits are not listed in these tables
#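 Agonist response is measured as cAMP accumulation in an RXFP1-transfected HEK293T line under PDE4 inhibition. Values are scaled between buffer-only and 29 nM porcine relaxin, and EC50s come from standard Hill equation fits.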
# D1 ag: Allosteric Agonists of the Human D1 Dopamine Receptor: qHTS; D(1A) dopamine receptor (Homo sapiens), P21728; HEK293 T-REx D1 cells, calcium flux, agonist mode; activation, % at 2 µM; hit rate 1% among 360,000; AID 504660, 2011; in the data active means activation above about 30%; further: 0% is about no effect
#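 Inducible HEK293 T-REx D1 cells, force-coupled to calcium signalling, were plated at 4000 cells/well with tetracycline and held overnight at 30 C. After no-wash calcium dye loading, compound-evoked calcium rise over 180 s flagged agonists.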
# Vif-A3G inh: qHTS for Inhibitors of Vif-A3G Interactions: qHTS. DNA dC->dU-editing enzyme APOBEC-3G (Homo sapiens), Q9HC16. HeLa A3G-eYFP + Vif (tagged APOBEC3G with the HIV-1 protein that degrades it), YFP fluorescence, overnight. Potency, µM (doses to about 46.1 µM), for inactives: top-dose activity, negative = active, most hits filed as inhibitors. hit rate 0.076% among 410,000;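 further: potency means the concentration at half of the fitted maximal effect; on the % scale 0 is the no-effect control and ±100 the full control effect; nearly all actives have a fitted effect of over 60% in size; hits raise eYFP signal because A3G escapes Vif-driven loss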
# Target sequence (Q9HC16 whole entry, looked up): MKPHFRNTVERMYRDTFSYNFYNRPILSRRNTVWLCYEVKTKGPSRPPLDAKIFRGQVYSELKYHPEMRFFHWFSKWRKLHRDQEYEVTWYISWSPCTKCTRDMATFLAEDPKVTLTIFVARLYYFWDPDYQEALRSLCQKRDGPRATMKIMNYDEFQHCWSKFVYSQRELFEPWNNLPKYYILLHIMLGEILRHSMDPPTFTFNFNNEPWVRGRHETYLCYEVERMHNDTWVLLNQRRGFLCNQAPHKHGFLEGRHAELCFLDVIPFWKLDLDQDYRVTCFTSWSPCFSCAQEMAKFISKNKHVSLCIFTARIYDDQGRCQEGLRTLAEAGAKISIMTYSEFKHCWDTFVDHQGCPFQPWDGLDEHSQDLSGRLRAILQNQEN
#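 HeLa cells stably expressing Vif and C-terminally eYFP-tagged A3G, seeded overnight at 37 deg C, then exposed to compound by pintool overnight at 37 deg C. Rise in yellow fluorescence (Ex 488/Em 500-530, Acumen) marks blocked Vif-driven A3G degradation.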
# Vif-APOBEC3F blk: qHTS for Inhibitors of Vif-A3F Interactions: qHTS; HeLa A3F-eYFP + Vif (tagged APOBEC3F with the HIV-1 protein that degrades it), YFP fluorescence increase; Potency, µM (highest dose often 46.1 µM), for inactives: at the top dose activity, negative = active; hit rate 0.2% among 390,000; further: potency means the concentration at half of the fitted maximal effect; % of control where 0% means no effect; nearly all actives have a fitted effect of over 65% in size
#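 HeLa cells stably expressing Vif plus C-terminally eYFP-tagged A3F were seeded, incubated overnight at 37 deg C, dosed with compound, incubated overnight again at 37 deg C. Yellow fluorescence (Ex 488/Em 500-530) reported blocked Vif-mediated A3F-eYFP degradation.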
# * hit, by the source's call; ? = inconclusive; nt = not tested or not shown; & = joins results of further samples. Unless noted, the call rests on the fitted dose curve; in most records, active means well fitted curve in the direction sought with a large enough effect; inconclusive means small, poorly fitted or top-dose-only effect, or another doubt; inactive means no such curve, though single readings can be large; an effect the other way counts as inactive or inconclusive. Only part of the results is shown; the hit share may differ from the screen's.
1: O=C(NCc1ccc(F)cc1)C1CCCN(c2ncnc3onc(-c4ccc(F)cc4)c23)C1 (stereo not drawn)
2: Cc1cc(Br)ccc1NC(=O)CN(C)C(=O)C1CCN(C(=O)c2ccc(Cl)cc2)CC1
3: COC(=O)c1ccccc1-n1c(CCC(=O)O)ccc1-c1ccc(F)cc1
4: Cc1ccc(-n2nc3c(=O)n(C(C)C(=O)NCc4ccc5c(c4)OCO5)nc(C)c3c2C)cc1 (stereo not drawn)
5: COC(=O)COc1ccc(=O)n(-c2ccccc2)n1
6: Cc1ccc(C)c(S(=O)(=O)N2CCN(C(=O)c3ccccc3Cc3ccccc3)CC2)c1
7: OCC1(CO)COC2(CCCC2)N1
8: Cc1c(Cl)cccc1NC(=O)c1ccc2nc(C(C)C)oc2c1

entry no.	1	2	3	4	5	6	7	8
RXFP1 antag	-6	-7	-13	3	0	22	1	6
D1 PAM	0	nt	5	-1	0	-2	8&-2	-1
Glioma ERSR ind	-2%	-4%	-1%	-2%	-3%	-7%	0%	0%
D2 potentiator	-6	nt	0	nt	4	8	16&2	3
D1 antagonist	-7	nt	3	-3	-1	10	-3&10	-18
RXFP1 ag	-1.6%	nt	1.3%	5.0%	1.4%	0.8%	-2.4%&-1.5%	3.2%
D1 ag	9	nt	2	0	2	4	2&0	3
Vif-A3G inh	0%	4%	-5%	1%	1%	-7%	0%	-6%
Vif-APOBEC3F blk	-17%	-2%	-1%	-1%	-1%	4%	-5%	1%

9: O=C(CNC(=O)C1(c2ccccc2)CC1)Nc1ccc(F)c(F)c1
10: CC(=O)NC(CC(=O)OCC(=O)N1CCc2ccccc21)c1ccccc1 (stereo not drawn)
11: COc1cc(NC(=O)c2nnn(CC(=O)Nc3cc(C)ccc3C)c2N)cc(OC)c1
12: COc1ccc(Cc2nnc(NC(=O)c3cccc(F)c3)s2)cc1OC
13: CCn1c(C)nnc1SCC(=O)Nc1ccc(Cl)cc1
14: COc1cc(NC(=O)c2ccco2)ccc1NC(=O)c1ccccc1Cl
15: Cc1c(NC(=O)Nc2ccccc2)cccc1[N+](=O)[O-]
16: CCOc1ccc2nc3c(cc2c1)CN(CCOC)C(=NC)S3

entry no.	9	10	11	12	13	14	15	16
RXFP1 antag	-11	-1	5	-2	7	-18	4	5
D1 PAM	2	-4	-3	-9	-5	-4	-9	-5
Glioma ERSR ind	-4%	-5%	-2%	-3%	5%	8%	4%	-4%
D2 potentiator	3	10	-4	8	nt	-3	2	11
D1 antagonist	-1	2	-1	-21	6	-29	-26	-5
RXFP1 ag	1.0%	0.7%	-1.3%	4.0%	-0.5%	-1.5%	0.0%	?
D1 ag	0	1	3	1	5	2	8	3
Vif-A3G inh	0%	1%	-4%	0%	0%	-5%	1%	0%
Vif-APOBEC3F blk	0%	-6%	?	7%	-1%	0%	-22%	-1%

# Entries shown so far containing fluorine, in the order listed:
1: O=C(NCc1ccc(F)cc1)C1CCCN(c2ncnc3onc(-c4ccc(F)cc4)c23)C1 (stereo not drawn)
3: COC(=O)c1ccccc1-n1c(CCC(=O)O)ccc1-c1ccc(F)cc1
9: O=C(CNC(=O)C1(c2ccccc2)CC1)Nc1ccc(F)c(F)c1
12: COc1ccc(Cc2nnc(NC(=O)c3cccc(F)c3)s2)cc1OC

entry no.	1	3	9	12
RXFP1 antag	-6	-13	-11	-2
D1 PAM	0	5	2	-9
Glioma ERSR ind	-2%	-1%	-4%	-3%
D2 potentiator	-6	0	3	8
D1 antagonist	-7	3	-1	-21
RXFP1 ag	-1.6%	1.3%	1.0%	4.0%
D1 ag	9	2	0	1
Vif-A3G inh	0%	-5%	0%	0%
Vif-APOBEC3F blk	-17%	-1%	0%	7%

# The listing continues:
17: CCN(CC)c1ccc(C(=O)N2CCC(c3c[nH]c4ccccc34)(c3c[nH]c4ccccc34)CC2)cc1
18: N#CCc1ccc(Oc2ncc(C(F)(F)F)cc2Cl)cc1
19: CCN(CC(=O)NCc1cccs1)C(=O)c1cccc(S(=O)(=O)N2CCc3ccccc32)c1
20: C=CCC(=O)N1CCCC(CCC(=O)NCc2ccccc2F)C1 (stereo not drawn)
21: CC(C)NC(=O)C1CCN(C2CCN(C(=O)/C=C/c3cccs3)CC2)CC1
22: Cc1ccccc1CNc1ccc(C(CC(N)=O)NC(=O)c2ccccc2)cc1[N+](=O)[O-] (stereo not drawn)
23: Cc1cc(OCC(=O)NCCO)ccc1Cl
24: Cc1cccc(Nc2ncnc3ccccc23)c1

entry no.	17	18	19	20	21	22	23	24
RXFP1 antag	nt	15	0	-13	11	nt	8	8
D1 PAM	-2	-3	-8	2	-3	-4	-5	-4
Glioma ERSR ind	-2%	-2%	-2%	7%	-8%	-7%	-4%	-2%
D2 potentiator	6	10	-2	9	7	0	-12	10
D1 antagonist	0	1	5	6	5	13	8	5
RXFP1 ag	0.3%	-1.1%	0.7%	-0.4%	0.7%	0.2%	0.0%	0.2%
D1 ag	2	4	0	0	0	2	-2	0
Vif-A3G inh	5%	0%	2%	0%	-1%	-16%	2%	0%
Vif-APOBEC3F blk	4%	-28%	6%	5%	0%	?	-5%	-6%

25: CCn1nc(NC(=O)c2ccco2)c2cc3ccccc3nc21
26: Cc1ccc(-c2csc(SCC(=O)Nc3cc(C)on3)n2)cc1
27: COc1ccc(C(C(=O)NC2CCCC2)N(CCCO)C(=O)c2snc(C(N)=O)c2N)cc1 (stereo not drawn)
28: Cc1c(Cl)cccc1NC(=O)CC1SCCNC1=O (stereo not drawn)
29: CCOc1ccc(CCNC(=O)CSCc2ccc(C)cc2)cc1OCC
30: CC(=O)Nc1ccc(S(=O)(=O)N(C)CC(=O)OC(C)C(=O)NC2(C#N)CCCCC2)cc1 (stereo not drawn)
31: COc1cc(/C=N/NC(=O)C(=O)NCc2cccnc2)ccc1O
32: CCOc1ccc2nc(NC(=O)Cn3[nH]c(=O)c4ccccc4c3=O)sc2c1

entry no.	25	26	27	28	29	30	31	32
RXFP1 antag	6	-9	-27	11	11	-1	-12	-8
D1 PAM	-6	-4	-5	7	13	nt	-3	0
Glioma ERSR ind	1%	-6%	-4%	3%	-3%	0%	-1%	1%
D2 potentiator	2	0	9	0	14	nt	-20	-4
D1 antagonist	10	-11	-26	3	18	nt	-3	7
RXFP1 ag	-0.6%	-0.6%	6.2%	2.6%	-0.6%	nt	-1.2%	-0.2%
D1 ag	1	0	1	3	4	nt	2	6
Vif-A3G inh	0%	-1%	3%	0%	-1%	-2%	5%	-9%
Vif-APOBEC3F blk	-4%	3%	?	-5%	1%	2%	-1%	?

33: CC(=O)c1cc2c(cc1NS(=O)(=O)c1ccc(F)cc1)OCO2
34: Clc1cccc(Cl)c1-c1noc(CN2CCOCC2)n1
35: Cc1c(NP(=O)(c2ccc(Br)cc2)c2ccc(Br)cc2)c(=O)n(-c2ccccc2)n1C
36: Cc1ccc(CNC(=O)CN2NS(=O)(=O)c3ccccc3C2=O)cc1
37: O=C(COC(=O)c1ccncc1)Nc1cc(Cl)c(Cl)cc1Cl
38: COc1ccc(CNC(=O)C2CCN(S(=O)(=O)c3c(C)noc3/C=C/c3ccccc3F)CC2)cc1
39: C=CCn1c(SCc2ccc(Cl)cc2)nc2cc(C(=O)N3CCC(C(N)=O)CC3)ccc2c1=O
40: CCOc1ccc(/C=C/C(=O)CCC(=O)O)cc1

entry no.	33	34	35	36	37	38	39	40
RXFP1 antag	-4	7	-12	4	nt	-7	nt	-5
D1 PAM	-8	-8	-4	nt	-1	1	3	1
Glioma ERSR ind	-5%	0%	-3%	-4%	nt	-1%	-4%	-9%
D2 potentiator	6	-2	3	nt	-7	-7	-14	-12
D1 antagonist	-3	-2	0	nt	-6	6	4	-5
RXFP1 ag	-1.1%	-2.2%	-0.9%	nt	0.3%	-1.2%	0.2%	6.4%
D1 ag	0	1	4	nt	3	0	2	1
Vif-A3G inh	2%	-1%	-11%	-3%	nt	6%	0%	-1%
Vif-APOBEC3F blk	1%	5%	0%	-1%	nt	9%	-34%	-5%

41: O=C(N/N=C/c1cccnc1)c1ccc(O)cc1
42: CN(C)CCOC(=O)C1(c2ccccc2)CCOCC1
43: CCOC(=O)C1C(=O)C=C(c2ccc(Br)cc2)CC1c1ccco1 (stereo not drawn)
44: O=C(Nc1c2c(nn1-c1ccc(F)cc1)CS(=O)C2)c1ccc(Br)o1 (stereo not drawn)
45: O=C1CC(c2ccccc2)CC(O)=C1C=Nc1ccccc1Cl (stereo not drawn)
46: CN1C(=O)CC(N2CCC(C(N)=O)(N3CCCCC3)CC2)C1=O (stereo not drawn)
47: COCCCN(C(=O)CCOc1ccc(C)cc1)c1c(N)n(Cc2ccccc2)c(=O)[nH]c1=O

entry no.	41	42	43	44	45	46	47
RXFP1 antag	0	-1&-3	-5	-6	-2	3	-2
D1 PAM	-5	-2&-5	-2	3	-10	-3	-2
Glioma ERSR ind	2%	0%&4%	-3%	-4%	-2%	-4%	-4%
D2 potentiator	nt	10&-3	8	-2	-6	nt	-3
D1 antagonist	2	6&10	14	-9	1	2	10
RXFP1 ag	-0.1%	3.3%&-0.9%	1.0%	-1.0%	6.5%	-1.7%	0.2%
D1 ag	4	3&2	1	2	8	1	0
Vif-A3G inh	-1%	2%&-10%	-13%	0%	4%	2%	1%
Vif-APOBEC3F blk	-2%	1%&3%	-12%	1%	1%	1%	0%
